High-throughput results from PubChem BioAssay.
DRD3 antagonist: blocks the human D3 dopamine receptor. max response, negative = inhibition, %. D3R cells, DiscoveRx beta-arrestin luminescence, antagonist mode; stronger effect = lower value. P35462. 360,000 compounds, 2.5% hits; in the data active means max response below about -50%; inconclusive means no clear call, values can overlap the other calls; further: on the % scale 0 is the no-effect control and ±100 the full control effect; mostly tested at two doses, the higher about 12 µM
Target sequence (P35462 whole entry, looked up): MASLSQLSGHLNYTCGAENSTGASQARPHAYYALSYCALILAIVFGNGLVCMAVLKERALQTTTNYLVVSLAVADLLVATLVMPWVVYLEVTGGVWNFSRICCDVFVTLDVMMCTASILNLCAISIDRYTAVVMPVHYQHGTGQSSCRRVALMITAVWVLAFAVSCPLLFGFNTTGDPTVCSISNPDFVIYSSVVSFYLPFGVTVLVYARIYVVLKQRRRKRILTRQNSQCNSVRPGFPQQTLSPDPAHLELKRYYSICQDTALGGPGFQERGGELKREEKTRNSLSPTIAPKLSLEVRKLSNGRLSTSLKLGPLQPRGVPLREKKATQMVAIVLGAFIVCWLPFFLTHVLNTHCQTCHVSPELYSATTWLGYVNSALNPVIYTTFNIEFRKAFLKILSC
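Cells plated overnight at 1500 cells/well, then exposed to library compounds with dopamine controls for 90 minutes at 37 degrees C. DiscoveRx reagent added for 30–60 minutes at room temperature; luminescence read, quantitative HTS format.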
Abeta rescue: compounds reversing amyloid beta toxicity in yeast; yeast expressing A-beta42, growth rescue, OD600, 48 h; response scale: 0% DMSO, 100% iron-clioquinol control; Potency, µM (doses to about 46.1 µM), for the others: at the highest dose growth rescue, most hits filed as activators; 410,000 compounds, 0.063% hits; AID 1347071; further: potency means the concentration at half of the fitted maximal effect; nearly all actives have a fitted effect of over 55% in size
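Yeast growth medium received pinned compounds, then yeast cells expressing toxic A-beta were added; plates incubated at 30 C for 48 hr. Growth read as absorbance at 600 nm, normalized to DMSO and equimolar FeCl3 plus clioquinol controls.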
FUS suppressor: suppressors of FUS proteinopathy in yeast. 390,000 compounds, 0.24% hits. AID 1347120. S. cerevisiae FUS-expressing, growth rescue, OD600, 24 h. Potency, µM (titrated, usually from 76.6 µM), inactives show top-dose growth rescue (activation), most hits filed as activators;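 further: potency means the concentration at half of the fitted maximal effect; plate controls were DMSO vehicle for no effect and reference control for full effect; nearly all actives have a fitted effect of over 55% in size; some results filed as inactive show a strong effect at the top dose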
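Compound concentration series was pinned onto galactose-induced FUS-expressing yeast seeded at OD 0.005. Plates sat 24hr at 30C; absorbance at 600 nm gave growth. DMSO served as background control.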
TDP-43 yeast inh: TDP-43 toxicity inhibition in yeast; Potency, µM (series often up to 46.1 µM), for the others: top-dose growth rescue (activation), hits mostly activators; TDP-43 expressing yeast growth rescue, BacTiter-Glo, 24 h; 410,000 compounds, 1.8% hits; AID 652104; further: potency means the concentration at half of the fitted maximal effect; % of control where 0% means no effect; nearly all actives have a fitted effect of over 50% in size
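Yeast cells expressing TDP-43 under galactose induction are exposed to compounds for 24 hr at 30 deg C. BacTiter-Glo luminescence measures growth, so protective compounds score as activators.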
EPAC2 ag: EPAC2 (human) agonism; Potency, µM (titrated, usually from 154 µM), inactives show at the highest dose activation, most hits filed as activators; EPAC2 activation, biochemical qHTS; response scale: 100% = 6.5 mM cAMP response; 360,000 compounds, 0.079% hits; Q8WZA2; further: potency means the concentration at half of the fitted maximal effect; nearly all actives have a fitted effect of over 50% in size
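In this primary screen, activation is scored as increased exchange of BODIPY-GDP from Rap1B by 100 nM EPAC2, with 50 uM GDP as competitor. Signal is normalized to the 6.5 mM cAMP agonist control.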
EPAC2 antagonist: antagonists of human EPAC2; EPAC2 GEF exchange of Rap1B-BODIPY-GDP, fluorescence; 360,000 compounds, 0.18% hits; AID 720708; Q8WZA2; Potency, µM (titrated, usually from 114 µM), for inactives: at the top dose activity, negative = inhibition, most hits filed as inhibitors; further: potency means the concentration at half of the fitted maximal effect; on the % scale 0 is the no-effect control and ±100 the full control effect; nearly all actives have a fitted effect of over 45% in size; many of its hits are not listed in these tables
aSyn yeast inh: rescues yeast growth from alpha-synuclein toxicity | Yeast expressing alpha-synuclein, growth rescue, BacTiter-Glo, 24 h | Potency, µM (doses to about 46.1 µM), for the others: at the top dose growth rescue (activation), hits mostly activators | AID 652106 | 370,000 compounds, 0.14% hits; further: potency means the concentration at half of the fitted maximal effect; % of control where 0% means no effect; nearly all actives have a fitted effect of over 65% in size
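Galactose-induced alpha-syn yeast (OD600=0.02, raffinose-pregrown) + pinned cpd, 24 hr, 30 deg C; growth by BacTiter-Glo luminescence. Growth restoration scores as activation.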
DRD3 agonist: D3 dopamine receptor (human) agonism | 410,000 compounds, 0.58% hits | max activation, % | D3R DiscoveRx beta-arrestin cells, luminescence, 90 min; in the data active means max activation above about 30%; further: 0% is about no effect; mostly tested at two doses, the higher about 12 µM
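Agonist mode: compounds and dopamine controls were applied to plated cells for 90 min at 37 degrees C after an overnight attachment at 1500 cells/well. Luminescent read-out followed 30 - 60 minutes at room temperature with DiscoveRx detection reagent.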
Numbers without * were called inactive; ? = inconclusive; / = no result given; & = joins results of further samples; ! = not confirmed by another sample; [ ] = remark or other dose. Unless noted, the call rests on the fitted dose curve; in most records, active means well fitted curve in the direction sought with a large enough effect; inconclusive means small, poorly fitted or top-dose-only effect, or another doubt; inactive means no such curve, though single readings can be large; an effect the other way counts as inactive or inconclusive. Some of the compounds tested; count on the stated rates, not on these rows.

SMILES	DRD3 antagonist	Abeta rescue	FUS suppressor	TDP-43 yeast inh	EPAC2 ag	EPAC2 antagonist	aSyn yeast inh	DRD3 agonist
O=[N+]([O-])c1ccc(CS(=O)(=O)N2CCN(c3ccccc3)CC2)cc1	-9	-5%	8%	-28%	2%	11%	-2%	-8
CC1(C(=O)O)CCCN(C(=O)/C=C/c2ccccc2)C1 (stereo not given)	0	6%	-11%	22%	4%	4%	-5%	-3
Cc1cc(NC(=O)c2ccccc2)no1	14	2%	8%	7%	4%	4%	1%	-8
CN(C)C(CNC(=O)c1ccc(NS(=O)(=O)c2ccc(F)c(F)c2)cc1)c1ccccc1 (stereo not given)	2	-2%	19%	13%	0%	-5%	1%	-12
CC1CCCN(c2ccc(/C=C(\C#N)c3nn(-c4ccccc4)c(N)c3C#N)cc2[N+](=O)[O-])C1 (stereo not given)	-28	-15%	?	-2%	?	0%	-1%	-15
O=C(Nc1ccccc1OCc1cc(=O)n2ccccc2n1)c1ccccc1F	/	0%	-1%	18%	/	/	/	6
COc1ccc(NC(=O)c2ccc(NCC3CCCO3)c([N+](=O)[O-])c2)cc1 (stereo not given)	?	1%	1%	-11%[9.22 µM]	4%	-6%	-2%	-10
COc1ccccc1NC(=O)Cn1cc(C(=O)C2CC2)c2ccccc21	4	15%	13%	20%	-2%	-6%	-5%	0
Cc1cc2nc(C)n(CCCNC(=O)Nc3ccccc3)c2cc1C	-5	3%	18%	?	0%	-1%	-2%	1
OC(c1ccc(F)c(F)c1)c1nc(-c2csc3ccccc23)cs1 (stereo not given)	-15	-62%[inhibitor]	12%	16µM*	18%	?	-59%[inhibitor]	-1
COc1ccc(-n2c(COc3ccc(C)cc3)n[nH]c2=S)cc1	-9	5%	23%	28%	3%	4%	6%	-4
O=C(CNC(=O)c1ccc(Br)o1)NNC(=O)c1ccc(Br)cc1	8	-2%	-15%	-9%	-5%	2%	2%	-6
CCOc1cc(C(=O)N2CC(=O)Nc3ccc(C)cc3C2c2ccccc2)cc(OCC)c1OCC (stereo not given)	/	-16%	1%	12%	/	/	/	1
Cc1noc(C)c1NC(=O)N(C)C[C@@H]1Oc2c(NC(=O)NC(C)C)cccc2C(=O)N([C@@H](C)CO)C[C@@H]1C	0	4%	-4%	13%	4%	14%	-6%	6
CC(C)c1ccc(Nc2nc(Cl)nc(NCc3ccco3)n2)cc1	-6	-1%	-2%	-14%	-8%	-3%	5%	-12
CCCc1nc(N2CCN(C)CC2)c2sc(=S)n(-c3ccccc3)c2n1	0	-4%	1%	-17%	-1%	4%	8%	-10
Cc1ccc(-c2csc(NC(=O)c3c(C)noc3C)n2)cc1C	56	?	-4%	?	0%	-3%	2%	2
CCN(CC)C(=O)CSc1ncnc2sc(C)c(C)c12	4	-5%	7%	?	1%	-3%	0%	3
COc1ccc(Br)cc1/C=N/NC(=O)Cn1nnnc1N	2	-26%	2%	-21%	0%	-1%	2%	-4
O=C(NCCc1ccc(Cl)cc1)C1CCN(S(=O)(=O)c2cccc3nonc23)CC1	-7	13%	-1%	11%	-6%	-2%	15%	0
CCC(C)/C(C)=N/NC(=O)CSc1nc2ccccc2[nH]1 (stereo not given)	1	8%	13%	-9%	6%	4%	-3%	0
Cc1[nH]c2ccccc2c1C(c1ccccn1)N1CCC(C)CC1 (stereo not given)	11	13%	17%	-23%	-11%	0%	-3%	7
O=C(CSc1nc(-c2ccc(F)cc2)nc2ccc(F)cc12)Nc1cccc(C(=O)O)c1	11	13%	19%	/	2%	5%	0%	2
O=c1ccn(-c2ccccc2)[nH]1	4	-13%	15%	-1%	8%	5%	1%	7
Cc1ccc2sc(N(Cc3cccnc3)C(=O)CCOc3ccccc3)nc2c1C	/	3%	-6%	0%	/	/	/	3

Random excerpt: two records from the list.
SMILES	DRD3 antagonist	Abeta rescue	FUS suppressor	TDP-43 yeast inh	EPAC2 ag	EPAC2 antagonist	aSyn yeast inh	DRD3 agonist
OC(c1ccc(F)c(F)c1)c1nc(-c2csc3ccccc23)cs1 (stereo not given)	-15	-62%[inhibitor]	12%	16µM*	18%	?	-59%[inhibitor]	-1
O=[N+]([O-])c1ccc(CS(=O)(=O)N2CCN(c3ccccc3)CC2)cc1	-9	-5%	8%	-28%	2%	11%	-2%	-8

Returning to the listing with the 6 entries that preceded the break.
SMILES	DRD3 antagonist	Abeta rescue	FUS suppressor	TDP-43 yeast inh	EPAC2 ag	EPAC2 antagonist	aSyn yeast inh	DRD3 agonist
O=C(NCCc1ccc(Cl)cc1)C1CCN(S(=O)(=O)c2cccc3nonc23)CC1	-7	13%	-1%	11%	-6%	-2%	15%	0
CCC(C)/C(C)=N/NC(=O)CSc1nc2ccccc2[nH]1 (stereo not given)	1	8%	13%	-9%	6%	4%	-3%	0
Cc1[nH]c2ccccc2c1C(c1ccccn1)N1CCC(C)CC1 (stereo not given)	11	13%	17%	-23%	-11%	0%	-3%	7
O=C(CSc1nc(-c2ccc(F)cc2)nc2ccc(F)cc12)Nc1cccc(C(=O)O)c1	11	13%	19%	/	2%	5%	0%	2
O=c1ccn(-c2ccccc2)[nH]1	4	-13%	15%	-1%	8%	5%	1%	7
Cc1ccc2sc(N(Cc3cccnc3)C(=O)CCOc3ccccc3)nc2c1C	/	3%	-6%	0%	/	/	/	3
Cc1cccc2c1N(CCOc1ccccc1)C(=O)C2=O	-9	11%	-6%	23%	4%	-26%	11%	-7
O=C(CCc1nnc(CCCCc2ccccc2)o1)NCCC1CCCCO1 (stereo not given)	2	3%	9%	-5%	10%	19%	2%	-2
CCc1ccc(OCC(=O)NC(NC(=S)Nc2ccccc2)C(Cl)(Cl)Cl)cc1 (stereo not given)	-5	-11%	14%	-17%	1%	1%	-8%	-12
O=C(COC(=O)c1ccccc1NS(=O)(=O)c1ccc(Cl)cc1)NCc1ccccc1	-19	7%	/	-13%	24%	-7%	-13%	-2
N/C(=N\OC(=O)CCC1CCCC1)c1cccc([N+](=O)[O-])c1	-5	18%	3%	20µM*	3%	-9%	-17%	-13
CCN(CC)c1ccc(NC(=O)COC(=O)CSc2ccc(Br)cc2C)cc1	1	?	48%	-14%	-7%	-18%	9%	6
COC(=O)c1cc(C(=O)OCC(=O)NNC(=O)c2cccs2)cc([N+](=O)[O-])c1	0	9%	-16%	-21%	1%	1%	1%	-5
CC(=O)Nc1cccc(C(=O)OCC(=O)NCc2cc(C)c(O)c(C)c2)c1	13	-6%	21%	2%	3%	-9%	-5%	1
CCC(C)NC(=O)Cc1c(C)c2cc3c(cc2oc1=O)OC(C)(C)CC3 (stereo not given)	-19	-18%	5%	-7%	7%	4%	-1%	10
COc1cc(NC2c3ccccc3C(=O)N2Cc2ccc3c(c2)OCO3)cc(OC)c1 (stereo not given)	10	13%	27%	10%	6%	-14%	10%	8
C=CCc1ccccc1OCC(O)CN1CCN(Cc2ccc3c(c2)OCO3)CC1 (stereo not given)	-89*!	-2%&1%	22%&-8%	-18%&-8%	-8%&-1%	0%&5%	0%&17%	-7&-18
CCN(Cc1ccccc1)c1c(C(=O)O)cnc2c1cnn2C	2	-2%	10%	-12%[9.22 µM]	4%	-10%	6%	0
O=C(NCc1ccc(F)cc1)c1cccc(NC2=NC3CS(=O)(=O)CC3S2)c1 (stereo not given)	6	-11%	-14%	1%	1%	-7%	-5%	-4
COc1ccc(C(=O)NCC(c2cccnc2)N2CCN(c3ccc(F)cc3)CC2)cc1OC (stereo not given)	4	6%	1%	8%	-2%	5%	-7%	-3
CCN(CC)c1ccc(/C=C(/C#N)C(=O)NC(C)C)o1	-23	-6%	12%	24%	11%	-13%	8%	-3
Cc1noc(C)c1S(=O)(=O)N(CC(=O)NC1CCC(C)CC1)c1ccc(C(C)C)cc1 (stereo not given)	1	1%	14%	2%	-10%	-4%	-1%	-7
O=C1CCc2cc(S(=O)(=O)NCc3ccc(F)cc3)cc3c2N1CC3	-24	-5%&-14%	12%&-5%	15%&8%	8%	15%	0%	-4&-1
CCCCn1c(N)c(N(CCOC)C(=O)C2CC(=O)N(Cc3ccc(C)cc3)C2)c(=O)[nH]c1=O (stereo not given)	-6	2%	14%	14%	-4%	1%	-3%	-1
Cc1cc(NS(=O)(=O)c2ccccc2)cc(Cl)c1O	-9	2%	/	-2%	13%	-5%	2%	-5
O=C(Nc1cc(C(F)(F)F)ccc1F)C1Cc2c(-c3ccccc3Oc3ccccc3)ccnc2O1 (stereo not given)	9	-10%	?	18%	4%	-14%	16%	5
COCCNC(=O)c1ccccc1NC(=O)Cc1ccccc1[N+](=O)[O-]	-5	5%	-37%	-3%	7%	-11%	-8%	-6
Cc1ccc(C(O)c2ncc(-c3ccc4ccccc4c3)[nH]2)cc1F (stereo not given)	?	-6%	-2%	6%	14%	-14%	1%	-12
S=C(NCCCc1ccccc1)Nc1ccccc1	7	20µM*	-10%	29%	5%	1%	7%	-8
CCN(CC)CCCN(C(=O)c1ccc(Br)cc1)c1nc(-c2ccc(OC)cc2)cs1	?	-1%	25%	7%	3%	-9%	1%	-11
Cc1c(CC(=O)NCC(=O)NCC(=O)O)c(=O)oc2cc3oc4c(c3cc12)CCCC4	-5	-15%	24%	-13%	5%	0%	0%	-6
Cc1ccc2nc3c(cc2c1)c(NC(=O)C(C)(C)C)nn3CC(C)C	-12	14%	9%	6%	2%	-1%	-16%	-3

Full records from above:
`CCN(CC)c1ccc(/C=C(/C#N)C(=O)NC(C)C)o1` reads DRD3 antagonist: -23; Abeta rescue: -6%; FUS suppressor: 12%; TDP-43 yeast inh: 24%; EPAC2 ag: 11%; EPAC2 antagonist: -13%; aSyn yeast inh: 8%; DRD3 agonist: -3
`S=C(NCCCc1ccccc1)Nc1ccccc1` reads DRD3 antagonist: 7; Abeta rescue: 20µM*; FUS suppressor: -10%; TDP-43 yeast inh: 29%; EPAC2 ag: 5%; EPAC2 antagonist: 1%; aSyn yeast inh: 7%; DRD3 agonist: -8
